# Source: PubChem
# Diaph inh CS: diaphorase inhibitors and chemical oxidizers, primary screen, counter-screen for diaphorase-coupled primary assays, biochemical, uHTS, resorufin fluorescence. 0.69% of 190,000 active. diaphorase resazurin-to-resorufin fluorescence, NADH, 16 min; bacterial (C. kluyveri) enzyme, not human. inhibition, % at 20 µM. AID 1217, 2008;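 active = primary screen inhibition at 20 µM above a set limit, cut at about 50% in these data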;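 also: plate controls were DMSO with full reaction for no effect and wells lacking NADH for full effect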
#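 Test system: bacterial diaphorase enzyme (C. kluyveri); Quantity: 0.14 U/mL diaphorase, enzyme working solution; Times: reaction incubation of 16 min at room temperature; Measured by: fluorescence of resorufin formed from resazurin, Ex 544/Em 590 nm; Benchmarks: positive control minus NADH, DMSO neutral control.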
# TNAP act hiacc: TNAP activators at high phosphate acceptor level, primary screen, biochemical, luminescence, uHTS; purified TNAP, CDP-star luminescence, 1 M DEA, 30 min; active compounds read high; 0 = EDTA background, 1 = DMSO-only activity; activation factor at 20 µM; 200,000 tested, under 10 active; AID 1136, 2008;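 active = activation factor at least 2 at 20 µM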
# Target sequence (P05186 whole entry, looked up): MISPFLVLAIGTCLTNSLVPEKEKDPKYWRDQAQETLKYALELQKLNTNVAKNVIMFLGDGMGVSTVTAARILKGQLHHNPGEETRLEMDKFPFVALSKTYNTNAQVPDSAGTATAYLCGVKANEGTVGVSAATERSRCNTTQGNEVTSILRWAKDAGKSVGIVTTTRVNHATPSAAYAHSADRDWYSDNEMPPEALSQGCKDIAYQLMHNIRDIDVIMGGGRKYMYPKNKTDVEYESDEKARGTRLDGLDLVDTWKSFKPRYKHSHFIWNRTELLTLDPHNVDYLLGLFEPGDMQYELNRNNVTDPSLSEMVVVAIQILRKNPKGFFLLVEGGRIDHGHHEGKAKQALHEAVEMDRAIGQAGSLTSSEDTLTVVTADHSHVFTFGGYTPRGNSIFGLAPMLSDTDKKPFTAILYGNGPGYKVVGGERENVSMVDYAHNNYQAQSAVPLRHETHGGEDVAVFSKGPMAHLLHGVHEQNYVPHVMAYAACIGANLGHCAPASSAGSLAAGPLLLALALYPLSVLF
#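 system = human TNAP | amount = enzyme diluted 1/800 final | reagent = 100 µM CDP-star substrate | signal = luminescent substrate turnover signal | dosing = one dose, 20 µM | benchmarks = EDTA negative control, DMSO positive control | measure = activation factor | timing = 30 min reaction, room temperature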
# G6PDH CS: L. mesenteroides G6PDH inhibitors, counter-screen for G6PDH-coupled screening assays, biochemical, Leuconostoc mesenteroides enzyme. Purified L. mesenteroides G6PDH, diaphorase/resazurin coupled fluorescence, 45 min. inhibition, % at 5 µM. 0.12% of 200,000 active; in the data active = inhibition above about 50%
# Diaphorase act: compounds boosting diaphorase resazurin reduction – biochemical, uHTS, resorufin fluorescence, counter-screen for diaphorase-coupled primary assays, primary screen; Diaphorase/resazurin coupled assay, 16 min; active compounds read high; 1 = vehicle wells, 0 = NADH-free wells; activation factor at 20 µM; 0.005% of 190,000 active; AID 1229, 2008;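 active = diaphorase activity raised at least twofold by the compound at 20 µM; inactive = activation factor below 2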
#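 Material: Purified diaphorase enzyme from Clostridium kluyveri | Buffer or medium: 50 mM HEPES pH 7.4 with 4.542 mM MgCl2, 0.005% Tween 20 | Times: 16 min enzyme reaction, ambient temperature | Signal: Red resorufin fluorescence at 544/590 nm excitation/emission | Measure: Increased resorufin signal from activators or reducing compounds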
# FLuc stim CS: FLuc activators, initial screening, artefact control for FLuc-dependent activation tests, biochemical, ATPlite luminescence | Luciferin 4-monooxygenase (Photinus pyralis), P08659 | ATPlite luciferase biochemical, 10 min; 0 = ATP-free wells, 1 = DMSO control | activation factor at 10 µM | 200,000 tested, under 10 active | AID 1027, 2008;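 active = luciferase activation factor, scaled between plate controls, of at least 2 with compound at 10 µM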
#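 System: cell-free luciferase reagent; medium: PBS as buffer for the ATP substrate; doses: test compounds dosed from 2 mM stocks in 100% DMSO; incubation: 10 min, room temperature; measured by: luminescence from luciferase reaction; read-out: luciferase activation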
# TNAP inh noacc: human TNAP enzyme inhibitors, primary screen, biochemical, luminescent, no phosphate acceptor, uHTS; purified TNAP, CDP-star luminescence, 30 min; inhibition, % at 20 µM; 0.26% of 200,000 active;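 active = tissue-nonspecific alkaline phosphatase inhibition above about 50% at 20 µM in the single-dose screen, limit read from the data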;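 also: 0% = DMSO negative control and 100% = EDTA positive control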
# PMI act: activators of human PMI, primary screen, biochemical, fluorescence intensity, near-Km mannose 6-phosphate; Mannose-6-phosphate isomerase (Homo sapiens), P34949; purified human PMI, coupled resazurin fluorescence, 20 min; active compounds read high; 1 = vehicle control, 0 substrate-free wells; activation factor at 20 µM; 0.005% of 190,000 active;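 active = activation factor of 2 or more at 20 µM, relative to plate controls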
# Target sequence (P34949 whole entry, looked up): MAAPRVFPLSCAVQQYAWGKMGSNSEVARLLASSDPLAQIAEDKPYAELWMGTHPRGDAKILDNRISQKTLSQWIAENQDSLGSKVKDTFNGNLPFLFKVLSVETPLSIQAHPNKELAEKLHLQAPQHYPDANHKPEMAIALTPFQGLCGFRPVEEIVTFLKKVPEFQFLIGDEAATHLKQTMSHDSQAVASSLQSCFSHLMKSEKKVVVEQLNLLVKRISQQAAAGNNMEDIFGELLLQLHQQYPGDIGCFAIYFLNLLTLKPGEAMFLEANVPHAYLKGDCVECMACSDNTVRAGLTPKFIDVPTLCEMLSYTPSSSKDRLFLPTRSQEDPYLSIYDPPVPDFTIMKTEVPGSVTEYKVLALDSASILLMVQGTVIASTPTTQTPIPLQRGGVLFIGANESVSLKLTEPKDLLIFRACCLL
# PMI act satM6P: human PMI activators, high substrate, primary screen, biochemical, fluorescence intensity, near-saturating mannose 6-phosphate | coupled PMI enzyme assay, resazurin fluorescence, 20 min; active compounds read high; 1 = untreated enzyme, 0 = substrate-free blank | activation factor at 20 µM | 0.34% of 190,000 active;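 active = activation factor of 2 or more at 20 µM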
#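 test system = human PMI in coupled enzyme assay | medium = HEPES-buffered pH 7.4 with magnesium and detergent | also added = 1.0 mM mannose-6-phosphate substrate with 0.22 mM NADP+ | compound = 20 µM single dose | times = 20 min incubation at room temperature | measured by = resorufin fluorescence (Ex 544/Em 590 nm) from resazurin via diaphorase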
# HMGR II inh: inhibitors of E. faecalis class II HMGR, primary screen, biochemical, Enterococcus faecalis | purified E. faecalis HMGR, NADPH absorbance 340 nm kinetic | inhibition, % at 10 µM | 0.41% of 190,000 active | HMG-CoA reductase (Enterococcus faecalis, mvaE);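 active = inhibition above a set limit, the median over all tested compounds plus 3 SD, cut at about 9.5% in these data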;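 also: enzyme runs in reverse so mevalonate oxidation gives rising NADPH absorbance; 0% = complete reaction with DMSO and 100% = background rate lacking mevalonate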
# TNAP inh hiacc: human TNAP enzyme inhibitors, primary screen, biochemical, luminescent, high phosphate acceptor level, uHTS; Alkaline phosphatase, tissue-nonspecific isozyme (Homo sapiens), P05186; purified TNAP, CDP-star luminescence, 1 M DEA; inhibition, % at 20 µM; 0.03% of 200,000 active;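 active = over 50% inhibition of tissue-nonspecific alkaline phosphatase at 20 µM in the single-dose screen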;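 also: plate controls were DMSO wells for no effect and EDTA-quenched wells as full inhibition for full effect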
# * = called active by the depositor; x = not tested or not shown. Rows were taken by chance; about 1.7% have a hit in one of these screens.
SMILES,Diaph inh CS,TNAP act hiacc,G6PDH CS,Diaphorase act,FLuc stim CS,TNAP inh noacc,PMI act,PMI act satM6P,HMGR II inh,TNAP inh hiacc
CCC(C)(C)NC(=O)c1ccc(Sc2nncn2C)c([N+](=O)[O-])c1,10,1,8,0.9,1.1,-10,1,1,-1,-3
CC(C)CCn1c(NCCN(C)C)nc2c1c(=O)[nH]c(=O)n2C,8,1.1,-2,0.9,1,-12,1.1,1.1,1,-5
CC(=O)Nc1c(C(=O)C2CC2)oc2ccccc12,8,1,-5,0.9,1.1,-7,1,1,-8,-3
C#CCOCCOCCOCCNc1nc(N2CCN(C(=O)C(Cc3ccc(O)cc3)n3cc(C(N)C(C)CC)nn3)CC2)nc(N2CCN(C(=O)C(Cc3ccc(O)cc3)n3cc(C(N)C(C)CC)nn3)CC2)n1 (stereo not drawn),-6,1.1,13,1.1,1.1,-33,1.1,1.1,1,-7
Cc1cc(Cl)ccc1NC(=S)NCc1ccco1,4,1,1,1,1,-8,1,1,-10,0
Cn1c(=O)oc2cc(S(=O)(=O)N3CCOCC3)ccc21,1,1.1,1,1,1.1,-13,1,1.1,0,-6
COc1ccc2c(C)cc(SCc3c(C)noc3C)nc2c1,7,1.1,9,0.9,1,-2,0.9,1,-1,-6
O=C(C1CCN(c2nnc(-n3cccc3)s2)CC1)N1CCN(Cc2ccc3c(c2)OCO3)CC1,-10,1,-26,1.1,1,-14,0.9,1,-1,-2
CN=C(Nc1ccccc1OC)SC1CC(=O)N(c2ccc(C(=O)OC)cc2)C1=O (stereo not drawn),6,1,4,0.9,1,-7,0.9,0.9,-3,-3
O=C(Nc1ccon1)c1cc2c(s1)CCCC2,8,1,-24,0.9,0.3,-9,1,1,-5,-1
Cn1c(=O)c2c(ncn2CC(=O)Nc2cccc(S(=O)(=O)Nc3ccccc3F)c2)n(C)c1=O,6,1,11,0.9,1,-7,0.7,1,0,0
CC(=O)Nc1cc(C(=O)N2CCOCC2)ccc1S(=O)(=O)c1ccc(C)cc1,-1,1,0,1,1,-8,1.1,1.1,-2,1
Cc1ccccc1CSCc1nc(N)nc(Nc2ccccc2C)n1,1,1,-5,1,0.9,2,1,1,2,0
CC(=O)/C(=N\Nc1ccc(Cl)cc1Cl)Sc1nnc(-c2ccccc2)n1-c1ccccc1,1,1,14,1,1,4,0.9,0.9,0,-3
Nn1c(Cc2ccccc2F)nnc1SCn1nnc2ccccc2c1=O,18,1.1,-1,0.8,1.1,-11,0.9,0.9,-10,-7
CCOc1ccc(OCC)c(N=c2oc3c(C)ncc(CO)c3cc2C(N)=O)c1,-3,1,12,1,1,9,1.1,1,-3,3
Cc1ccccc1-c1nnn(C/C(N)=N/O)n1,16,1,12,0.8,1,-5,0.9,0.9,-7,0
S=c1sc2c(N3CCOCC3)ncnc2n1-c1ccccc1,7,1,8,0.9,0.9,-8,1,1,-2,-3
Cc1ccccc1OCC(=O)NNC=O,32,1,7,0.7,1,-21,1.1,1.1,2,2
CCOC(=O)C1CCCN(c2nc3ccccc3nc2C(C#N)C(=O)OC(C)C)C1 (stereo not drawn),21,1,-6,0.8,1.1,-2,0.9,0.9,3,4
CS(=O)(=O)N1CCN(C2Cc3ccccc3C2)CC1,13,1,4,0.9,1,-10,0.9,0.9,-1,2
CCCNC(=O)NS(=O)(=O)c1ccc(Cl)cc1,14,1,10,0.9,1.1,-15,1.1,1.1,0,-4
CCC(C)NC(=O)CSc1nc2c(sc3ccccc32)c(=O)n1CCCN1CCOCC1 (stereo not drawn),12,1,14,0.9,1,-10,0.9,1,-5,-2
Nc1ccn(Cc2ccccc2)n1,8,1.1,-2,0.9,1,-8,1,1,2,-6
O=C(Cn1cnc2ccccc21)N/N=C/c1cccc([N+](=O)[O-])c1,6,1,13,0.9,1.1,4,1,0.9,-6,-3

# Among those listed so far, 2 have a thiophene ring, fused or not:
SMILES,Diaph inh CS,TNAP act hiacc,G6PDH CS,Diaphorase act,FLuc stim CS,TNAP inh noacc,PMI act,PMI act satM6P,HMGR II inh,TNAP inh hiacc
O=C(Nc1ccon1)c1cc2c(s1)CCCC2,8,1,-24,0.9,0.3,-9,1,1,-5,-1
CCC(C)NC(=O)CSc1nc2c(sc3ccccc32)c(=O)n1CCCN1CCOCC1 (stereo not drawn),12,1,14,0.9,1,-10,0.9,1,-5,-2

# Look-ups from the list:
# Cc1ccccc1OCC(=O)NNC=O in FLuc stim CS: 1
# CCCNC(=O)NS(=O)(=O)c1ccc(Cl)cc1 in PMI act satM6P: 1.1

# Next compounds:
SMILES,Diaph inh CS,TNAP act hiacc,G6PDH CS,Diaphorase act,FLuc stim CS,TNAP inh noacc,PMI act,PMI act satM6P,HMGR II inh,TNAP inh hiacc
c1ccc(-n2ncc3c(NCCCN4CCOCC4)ncnc32)cc1,-13,1,-3,1.1,0.8,-2,1,1,0,3
O=C1CN(C(=O)CSc2nnc(-c3ccccc3)n2Cc2ccc3c(c2)OCO3)c2ccccc2N1,20,1.1,-2,0.8,1,-10,1,1,-2,-7
CSc1nnc(C)c(=O)n1COC(=O)COc1ccccc1C,21,1,15,0.8,1.1,1,1,1,-1,0
Cc1cccc(NC(=O)CN2C(=O)COc3ccc(Cl)cc32)c1C,11,1.1,0,0.9,1.1,-11,1,0.9,3,-8
Cc1cc(C)n2nc(C(=O)Nc3ccc4c(c3)CCC4)nc2n1,9,1.1,1,0.9,0.5,-9,1,1,1,-5
CO/N=C/C=C1/N(C)c2ccccc2C1(C)C,-9,1,8,1.1,1,-18,1,1,-2,-3
Cc1cc[n+](CC(=O)c2ccc3c(c2)OCCO3)cc1,6,1,-12,0.9,1,-22,1,1.1,-1,-2
O=C(COc1nsnc1N1CCOCC1)N/N=C/c1ccccc1O,-5,1,-14,1,1,-68,1.2,1.3,-3,-1
O=C(CN1CCC(n2nnc3cc(F)ccc32)CC1)NNC(=O)c1ccccc1,11,1,5,0.9,1.1,-13,0.9,1,-3,-4
O=C(CSc1nnc2ccccn12)NNC(=O)c1ccc(Br)cc1,7,0.9,-2,0.9,1,-47,1,1,5,6
COC(=O)CCN(C(=O)c1ccc(C)c([N+](=O)[O-])c1)c1ccccn1,-6,1,8,1.1,1,-15,1,1,-4,-2
Fc1ccccc1Cc1noc(CN2CCCC(CN3CCOCC3)C2)n1 (stereo not drawn),9,1.1,7,0.9,1.1,-12,1,1,-4,-6
CCOC(=O)C(NC(C)=O)(Nc1ccc(S(=O)(=O)Nc2nccs2)cc1)C(F)(F)F (stereo not drawn),10,1,14,0.9,1,-11,0.8,0.9,0,-3
O=C(CCCN1C(=O)c2ccccc2C1=O)NC1CCCCCC1,7,1,0,0.9,1.1,-10,1,1,0,-4
Clc1ccc(OCCCn2cncn2)cc1Cl,4,1,27,1,1,-8,0.9,1.1,-9,-4
COc1ccc(-c2cc(C(=O)Nc3cc(S(=O)(=O)N4CCOCC4)ccc3N3CCOCC3)c3ccccc3n2)cc1,9,1,-5,0.9,1,-12,1.2,1.1,4,-3
CCCC(C)NC(=O)Cc1ccc(Br)cc1 (stereo not drawn),9,1,7,0.9,1.1,2,1.1,1.1,-1,-3
CCOC(=O)c1ccccc1NC(=O)COC(=O)C(CC(C)C)NC(N)=O (stereo not drawn),4,1.1,7,1,1.1,-14,1,1.1,5,-7
Cc1cccc(CSC2=NCCN2C(=O)c2ccco2)c1,16,1.1,6,0.8,1,-17,1,1,-4,-7
COc1ccc(N2CCN(C(=O)COc3ccc4ccccc4c3)CC2)cc1,10,1,-40,0.9,1,-8,0.9,0.9,1,1
Cc1nc(CN2CCCCC2)cc(=O)[nH]1,9,1,0,0.9,1.1,-4,0.9,0.9,0,-5
N#Cc1ccc(COC(=O)Cn2nnc(-c3ccccc3)n2)cc1,16,1,2,0.8,1,-5,0.9,0.9,-4,1
Cc1cc(C)nc(NC(=O)CSc2ncccn2)n1,13,1,8,0.9,1,0,1,1,6,1
O=C(NCc1ccccc1)C1CCN(S(=O)(=O)c2ccc(Cl)cc2)CC1,18,1.1,18,0.8,1.1,-11,1,1,-6,-10
NS(=O)(=O)c1ccc(CCNC(=O)c2ccc3c(c2)OCCO3)cc1,5,1,1,0.9,1,-8,1,1,-1,-2

# Next part:
SMILES,Diaph inh CS,TNAP act hiacc,G6PDH CS,Diaphorase act,FLuc stim CS,TNAP inh noacc,PMI act,PMI act satM6P,HMGR II inh,TNAP inh hiacc
CN(Cc1cnccn1)Cc1c(C(=O)N2CCc3ccccc3C2)nc2ccc(Cl)cn12,x,1.1,17,x,1,-3,x,x,-4,-12
O=C(NCc1ccco1)c1cc2nc(C3CC3)cc(C(F)(F)F)n2n1,22,1,-1,0.8,1,-9,0.9,0.9,-2,-4
Cc1cc(C)cc(Nc2cc(C)nc3nc(C)nn23)c1,3,1,-1,1,1,-10,1.1,1,0,-4
CCOC(=O)c1cnc(SCC(=O)Nc2ccc(N3CCOCC3)cc2)nc1N,8,1.1,-2,0.9,1,-13,0.9,1,-4,-7
Cc1cc(S(=O)(=O)NC(C)C)ccc1OCC(=O)Nc1ccc2c(c1)OCCO2,7,1,21,0.9,1,-7,1,1,-2,-2
Cc1ccnc(N2C3CCC2CC(O)(c2ccccc2)C3)n1 (stereo not drawn),16,1,16,0.8,1.1,-8,1,1.1,4,-4
CNc1ccc(Br)cc(C(=O)/C=C/c2ccc(OC)cc2)c1=O,45,1,27,0.5,0.9,6,0.9,0.8,-2,4
O=C(O)CCSc1nnc(COc2cccc3cccnc23)n1-c1ccccc1,5,1.1,-2,1,1,-14,0.9,1,1,-5
